Screens (PubChem)
Diaphorase inh = counter-screen for diaphorase-based assays: diaphorase inhibitors and chemical oxidizers; inhibition, % at 20 µM; diaphorase resazurin-to-resorufin fluorescence, NADH, 16 min; bacterial (C. kluyveri) enzyme, not human; actives 0.69% (n = 190,000);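 active means primary screen inhibition at 20 µM above a set limit, cut at about 50% in these data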;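 further: plate controls were DMSO with full reaction for no effect and wells lacking NADH for full effect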
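Test system: bacterial diaphorase enzyme (C. kluyveri); Quantity: 0.14 U/mL diaphorase, enzyme working solution; Times: reaction incubation of 16 min at room temperature; Measured by: fluorescence of resorufin formed from resazurin, Ex 544/Em 590 nm; Benchmarks: positive control minus NADH, DMSO neutral control.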
G6PDH CS = counter-screen for G6PDH assay hits: L. mesenteroides G6PDH inhibition; Purified L. mesenteroides G6PDH, diaphorase/resazurin coupled fluorescence, 45 min; inhibition, % at 5 µM; actives 0.12% (n = 200,000)
PMI act hi M6P = activators of human phosphomannose isomerase at near-saturating mannose 6-phosphate; P34949; coupled PMI enzyme assay, resazurin fluorescence, 20 min; hits give high values; 1 = untreated enzyme, 0 = substrate-free blank; activation factor at 20 µM; actives 0.34% (n = 190,000);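 active means activation factor of 2 or more at 20 µM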
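Material: human phosphomannose isomerase with PGI, G6PDH, diaphorase coupling enzymes; amount: PMI at 15 ng/mL final; also added: Mannose-6-phosphate 1.0 mM (near-saturating) plus 0.22 mM NADP+; incubation: enzyme reaction with compound 20 min at room temperature; signal: resorufin fluorescence (Ex 544/Em 590 nm) from resazurin via diaphorase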
Hsp70 act = transcriptional activators of Hsp70 | HeLa Hsp70 promoter luciferase reporter, luminescence; scaled: vehicle 0, proteasome-inhibitor control 100% | activation, % at 10 µM | actives 0.04% (n = 200,000);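 active means activation above the mean across all tested compounds plus 3 SD, cutoff set per campaign, cut at about 5.5% in these data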;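 further: 100% = MG132 at 30 µM as the positive control and 0% = DMSO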
Diaphorase act = counter-screen for diaphorase-based assays: diaphorase activators and chemical reducers; AID 1229; activation factor at 20 µM; actives 0.005% (n = 190,000); Diaphorase/resazurin coupled assay, resorufin fluorescence, 16 min; hits give high values; 1 = vehicle wells, 0 = NADH-free wells;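 active means diaphorase activity raised at least twofold by the compound at 20 µM; inactive means activation factor below 2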
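System – purified diaphorase enzyme from Clostridium kluyveri · Input – enzyme 0.07 U/mL final · Also added – final NADH 0.114 mM, resazurin 0.1 mM · Measured by – fluorescence of resorufin, 544 nm excitation, 590 nm emission · Timing – 16 min enzyme reaction, ambient temperature · Measure – resorufin increase flagging diaphorase activators or reducers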
RAM network inh = blocks the yeast RAM network; S. cerevisiae dse1pr::URA3 reporter, 5-FOA growth OD615, 2 d; analog-sensitive cbk1-as2 kinase mutant strain; inhibition, % at 50 µM; actives 1.8% (n = 190,000);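 active means inhibition above a set limit, 3 SD over mean compound inhibition, cut at about 8.4% in these data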;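 further: 0% = DMSO-only wells with no growth and 100% = 10 µM 1-NA-PP1 full growth; inhibition rescues growth on 5-FOA so higher OD means more RAM inhibition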
S1P3 antagonist = blocks the human S1P3 receptor; Q99500; CHO S1P3 NFAT-BLA reporter, FRET fluorescence, antagonist mode; inhibition, % at 4.98 µM; actives 0.27% (n = 170,000); AID 485;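 active means inhibition above the plate cutoff, the mean inhibition of test wells on that plate plus 3 SD, cut at about 28% in these data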;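 further: cells challenged with S1P at its EC80 of 0.8 µM; blue over green emission ratio from cleaved BLA substrate after 4 h stimulation; 0% = S1P-stimulated wells and 100% = unstimulated DMSO-only wells; some compounds past the cut are filed as inactive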
DTT redox prof = compounds producing H2O2 with reducing agent – biochemical, NIH compound library profiling, artefact control for MLSCN library redox annotation, primary screen; DTT-dependent redox cycling H2O2, phenol red/HRP absorbance; 100% = 100 µM peroxide control, 0% = buffer; activation, % at 10 µM; actives 0.03% (n = 200,000);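 active means activation of at least 50% relative to the plate's high and low controls in the primary single-dose screen; inactive means activation below 50%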;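 further: compound incubated with DTT at 0.8 mM final as the reducing agent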
PMI activator = phosphomannose isomerase (human) activation; activation factor at 20 µM; P34949; purified human PMI, coupled resazurin fluorescence, 20 min; hits give high values; 1 = vehicle control, 0 substrate-free wells; actives 0.005% (n = 190,000); AID 1214;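 active means activation factor of 2 or more at 20 µM, relative to plate controls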
L major viab = Leishmania major promastigote growth inhibition; Leishmania major promastigotes, resazurin fluorescence viability; inhibition, % at 10 µM; actives 9% (n = 200,000);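 further: promastigotes grown with compound for 44 hours at 28 °C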
TLR4 MyD88 comp = TLR4-MyD88 interaction inhibition in cells. O00206+Q99836. HeLa CL3-4 TLR4/MyD88 BLA complementation, FRET ratio. inhibition, % at 8.4 µM. actives 0.18% (n = 200,000); in the data active means inhibition above about 25%;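 further: 0% = vehicle and 100% = reference inhibitor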
Target sequence (O00206 whole entry, looked up): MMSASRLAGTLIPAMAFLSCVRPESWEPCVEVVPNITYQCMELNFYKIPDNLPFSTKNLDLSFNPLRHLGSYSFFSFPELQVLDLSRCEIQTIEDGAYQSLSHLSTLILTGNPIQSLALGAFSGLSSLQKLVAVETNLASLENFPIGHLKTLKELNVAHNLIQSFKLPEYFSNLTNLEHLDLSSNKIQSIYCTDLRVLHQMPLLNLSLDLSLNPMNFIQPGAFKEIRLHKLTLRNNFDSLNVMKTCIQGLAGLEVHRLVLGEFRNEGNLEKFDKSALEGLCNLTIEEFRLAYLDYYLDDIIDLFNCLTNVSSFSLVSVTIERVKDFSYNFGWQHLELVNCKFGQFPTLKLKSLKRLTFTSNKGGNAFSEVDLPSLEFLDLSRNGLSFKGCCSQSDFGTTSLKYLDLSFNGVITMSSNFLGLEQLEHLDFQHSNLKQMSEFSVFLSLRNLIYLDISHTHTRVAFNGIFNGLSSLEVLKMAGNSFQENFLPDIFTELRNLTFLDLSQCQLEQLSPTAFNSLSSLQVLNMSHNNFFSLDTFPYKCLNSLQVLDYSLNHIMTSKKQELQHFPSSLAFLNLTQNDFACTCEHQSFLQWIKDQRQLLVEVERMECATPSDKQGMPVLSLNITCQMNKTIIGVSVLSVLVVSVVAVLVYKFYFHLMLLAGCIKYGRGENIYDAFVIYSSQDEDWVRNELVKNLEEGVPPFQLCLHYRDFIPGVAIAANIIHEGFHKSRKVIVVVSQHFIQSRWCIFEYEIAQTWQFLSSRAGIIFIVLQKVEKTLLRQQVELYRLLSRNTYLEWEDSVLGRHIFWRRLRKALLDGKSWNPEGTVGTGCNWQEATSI
Target sequence (Q99836 whole entry, looked up): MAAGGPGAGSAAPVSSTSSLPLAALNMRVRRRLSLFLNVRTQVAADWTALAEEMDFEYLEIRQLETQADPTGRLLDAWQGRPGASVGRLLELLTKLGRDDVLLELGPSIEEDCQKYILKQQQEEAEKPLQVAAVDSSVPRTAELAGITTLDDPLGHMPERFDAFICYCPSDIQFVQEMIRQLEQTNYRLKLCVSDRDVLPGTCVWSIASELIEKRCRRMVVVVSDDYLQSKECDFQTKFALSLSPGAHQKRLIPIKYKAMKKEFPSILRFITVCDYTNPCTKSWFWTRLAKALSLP
Active calls of the source: *; nt = not tested or not shown. Unless noted, no stated cut-off is given here; in the data, active means inhibition above about 50%; inactive means the rest.

SMILES	Diaphorase inh	G6PDH CS	PMI act hi M6P	Hsp70 act	Diaphorase act	RAM network inh	S1P3 antagonist	DTT redox prof	PMI activator	L major viab	TLR4 MyD88 comp
CCCCn1nc2cc(C(=O)NCC34CC5CC(CC(C5)C3)C4)ccc2c1OCC	19.6	-11.5	1	-0.3	0.8	2.7	nt	-3.1	0.9	28.3	7.3
COc1ccc(-c2cccc(C(=O)Nc3ccccc3C)c2)cc1	6.2	5.9	1	-0.5	0.9	2.8	-1.5	0.9	0.9	-8.7	2.8
COC(=O)C1=C(NC(=O)C(C)(C)C)CCS1	3.1	-1.1	1.2	-0.4	1	0.5	-2.5	-0.1	1.6	-4.6	-4.1
CCCN1C2CCCC1CC(NC(=O)Nc1ccc(C(C)C)cc1)C2 (stereo unspecified)	5.1	1.9	1	0.0	0.9	1.6	nt	1.7	1	35.7	-6.7
COc1ccc(C(=O)N[C@H](C(=O)Nc2nc3ccccc3[nH]2)C(C)C)cc1	8.0	10.7	0.9	2.5	0.9	3.5	5.0	-0.1	1	14.2	7.4
N#CC1=C(N)Oc2ccc3ccc(O)cc3c2C1c1ccsc1 (stereo unspecified)	34.3	-9.9	0.6	-0.4	0.7	3.6	-13.7	-0.1	0.7	9.1	-2.0
Cc1oc2cc(O)cc(C)c2c(=O)c1-c1cnn(-c2ccccc2)c1	7.3	-56.1	0.9	-0.2	0.9	0.1	nt	12.3	0.8	3.5	-15.6
Clc1ccc(C2CC(c3cccs3)n3ncnc3N2)c(Cl)c1 (stereo unspecified)	18.5	14.2	1	-0.3	0.8	1.2	11.0	1.3	0.9	13.7	4.2
Cc1cccc(NC(=O)c2c(O)c3cccc4c3n(c2=O)CCC4)n1	5.1	6.2	1	-0.3	0.9	0.4	-48.4	1.3	1	-4.5	4.3
Cn1c(Cn2c(=O)sc3ccccc32)nnc1SCC(=O)Nc1ccc(Cl)cc1	13.6	-1.1	1	-0.2	0.9	0.8	-2.4	-0.2	1	-7.3	-9.2
COc1ccc(-n2c(SCC(=O)N3CCCCC3C)nnc2-c2cccnc2)cc1 (stereo unspecified)	-6.3	20.2	1.1	-0.3	1.1	-0.1	-17.5	2.0	1	-4.9	2.5
O=C(O)COc1ccc(S(=O)(=O)c2ccc(OCC(=O)O)cc2)cc1	-1.4	8.6	1	-0.1	1	1.4	-25.2	1.8	1	-6.5	-15.3
Cc1nn(C)c(C(=O)NNC(=S)NC2CCCCC2)c1Cl	2.1	5.2	1.1	-0.2	1	0.3	2.8	-0.1	1.1	-5.1	-8.0
COc1c(F)c(F)c(C(=O)O)c(Nc2cccc(C)c2)c1F	2.8	0.9	1.1	-0.3	1	1.8	-11.1	-0.1	1.2	-6.1	-12.3
CC1(C)CC(=O)c2cnc3c(C#N)cnn3c2C1	9.1	10.2	0.9	0.1	0.9	2.4	-10.7	-0.1	1	-10.0	-12.4
CCOc1ccc(S(=O)(=O)NCc2ccc(C)cc2)c2cccnc12	-9.4	13.0	1	-0.3	1.1	0.1	-3.1	0.9	1	97.7*	-17.8
CC(=O)NC1C(Oc2ccc(C)cc2)OC2COC(c3ccco3)OC2C1O (stereo unspecified)	5.8	-9.3	1.1	-0.1	0.9	0.8	-5.5	0.4	1	54.2*	0.6
O=C(COc1ccc(N2CC(C(=O)O)CC2=O)cc1)Nc1cccc(C(F)(F)F)c1 (stereo unspecified)	6.3	2.6	1	-0.3	0.9	0.7	-4.3	1.0	1	-4.6	18.6
Cc1ccc(NC(=O)COC(=O)c2cc(Cl)ccc2Cl)c(Br)c1	5.5	-2.1	1.1	-0.5	0.9	6.9	-5.2	0.2	1.1	-4.2	-4.2
COC(=O)c1ccc(N=Cc2c(-c3ccccc3)[nH][nH]c2=O)cc1	7.9	7.2	1.4	-0.3	0.9	0.1	12.2	-2.3	1.6	-2.4	1.4
CCc1sc(C(C2C(=O)CC(C)(C)CC2=O)C2C(=O)CC(C)(C)CC2=O)cc1[N+](=O)[O-]	21.5	7.2	1.1	-0.2	0.8	0.0	1.7	-0.8	1	23.9	1.9
CCOc1cc(/C=N/Nc2nc(N3CCCC3)nc(N3CCCC3)n2)ccc1O	8.0	-0.6	0.9	-0.1	0.9	0.9	nt	-0.2	0.9	25.1	-2.1
CC(C)(C)C(=O)NCCN1C(=O)S/C(=C\c2ccc([N+](=O)[O-])cc2)C1=O	11.4	8.4	1	0.4	0.9	-0.8	-5.5	-0.2	1.1	56.8*	0.7
Cc1cc(NC(=O)CN2C(=O)NC(C)(c3ccc(OC(F)F)cc3)C2=O)no1 (stereo unspecified)	-1.8	2.1	1.1	-0.4	1	0.8	nt	1.3	1	1.4	0.0
CCC(c1nnnn1C1CCCC1)N(Cc1cccs1)Cc1cc2cc(C)ccc2[nH]c1=O (stereo unspecified)	21.6	-2.1	0.8	0.1	0.8	5.3	17.4	1.9	0.8	62.7*	12.1
Cn1nc(-c2ccc(OCC(=O)Nc3ccccc3)cc2)c2ccccc2c1=O	9.4	-1.5	0.9	0.1	0.9	3.0	nt	0.1	1	3.3	2.2
O=C(NC(=S)N1CCN(Cc2ccc3c(c2)OCO3)CC1)c1ccc(Cl)cc1	24.8	0.5	0.9	-0.5	0.8	-0.7	-9.7	0.0	0.8	43.6	-1.5
Cc1sc(NC(=S)NC(=O)c2cccs2)nc1-c1ccc(C(C)C)cc1	14.0	-21.6	1	-0.2	0.9	6.6	nt	-3.2	1	-0.2	7.6
Cn1cc(CNC(=O)COc2ccc(Cl)cc2Cl)cn1	9.4	9.4	1	-0.3	0.9	2.1	7.1	2.5	0.9	-4.7	7.0
CCOC(=O)CSc1nc2ccccc2c(=O)n1CCC(=O)NCCc1ccc(OC)c(OC)c1	6.6	8.1	0.9	-0.1	0.9	0.3	nt	0.1	1.1	-6.0	-1.1
COc1ccc(/C=C/C(=O)Nc2sc3c(c2C(=O)NCc2cccnc2)CCCC3)cc1	15.1	3.4	0.9	-0.1	0.8	1.2	nt	0.0	0.9	7.3	4.1
Cc1ccc2sc(NNC(=O)c3ccc4c(c3)OCCO4)nc2c1C	7.5	22.3	1.1	-0.1	0.9	6.0	10.4	0.6	1	18.0	6.3
CCOc1ccc(NC(=O)CS(=O)(=O)c2cn(CC)c3ccccc23)cc1	13.8	-17.5	0.9	0.2	0.9	0.7	nt	-1.1	0.9	5.0	2.4
Cc1nnn(C23CC4CC(CC(CC(=O)Nc5ccc(C)c(C)c5)(C4)C2)C3)n1	18.0	9.8	1	-0.4	0.8	1.2	12.2	-0.1	0.9	68.1*	-4.6
O=C(C1CC1)N1CCc2cc(S(=O)(=O)N3CCCc4ccccc43)ccc21	13.4	10.0	0.9	0.2	0.9	5.0	20.9	-0.5	1	5.9	-1.7
O=C(C1CCN(c2nnc(-n3cccc3)s2)CC1)N1CCc2ccccc2C1	0.6	-5.1	1	-0.1	1	1.1	-10.7	-0.1	1.1	-6.0	-12.7
O[C@@H]1C2CCCC1[C@]1(O)CCCCC1C2 (stereo partly specified)	1.8	1.7	1	0.2	1	-0.9	16.7	2.1	1	-7.8	-4.5
COC(=O)c1ccccc1NC(=O)CSc1nnnn1-c1ccc(C)cc1C	9.6	6.2	1	-0.2	0.9	4.8	-8.7	-0.3	0.9	9.7	-2.5
CCOc1nc2ccccc2nc1NS(=O)(=O)c1ccccc1	7.5	1.4	1	-0.5	0.9	3.7	1.6	-1.1	1	-2.6	2.2
CCN=C1NN=C(c2cc(C)n(Cc3ccco3)c2C)CS1	5.8	2.2	0.9	-0.4	0.9	1.1	-3.4	-0.2	0.9	2.7	12.2
N#Cc1c(N)[nH]c(=S)c(C#N)c1-c1ccccc1	27.4	6.5	1.6	-0.4	0.7	2.5	-7.0	1.3	1.4	-4.2	-16.4
COc1ccccc1-c1c(C)oc2cc(OC(=O)c3ccco3)ccc2c1=O	8.3	3.8	1	-0.4	0.9	2.0	nt	3.8	0.9	-3.5	-5.0
O=C1C2CC=CCC2C(=O)N1c1cccc(OS(=O)(=O)c2ccc3ccccc3c2)c1 (stereo unspecified)	8.4	10.4	1	-0.6	0.9	3.6	nt	0.1	0.9	-3.4	10.9
CCOC(=O)CC(=O)NC1(Cc2ccc(O)cc2)CCCCC1	10.3	5.2	1.1	-0.1	0.9	0.5	-9.8	2.0	1.1	-4.1	-5.8
COCCn1c(=S)[nH]c2cc(C(=O)N3CCc4ccccc43)ccc2c1=O	21.1	-14.4	0.9	-0.3	0.8	3.9	nt	-2.3	1	3.0	11.1
COc1ccc(-c2[nH]ncc2-c2ccc(Cl)cc2)c(O)c1	9.8	7.4	1	0.0	0.9	-1.9	0.5	-1.2	0.9	25.2	-0.4
c1ccc(N2CCN(CCc3nnc4n3CCCCC4)CC2)cc1	20.1	4.8	0.9	-0.1	0.8	1.5	-8.1	-2.3	0.9	-3.8	8.1
O=C(N=C1c2ccccc2CN1c1cccc(Cl)c1)c1cccnc1	13.7	-10.9	1.2	-0.3	0.9	-0.3	-0.8	-0.1	1.1	3.3	11.8
Cc1cccc(C(=O)Oc2ccccc2/C=N/NC(=O)c2ccc(NC(=O)C(C)(C)C)cc2)c1	14.7	-20.3	1	-0.4	0.9	2.7	-33.1	-0.6	1	23.1	-11.3
COc1ccc(C2(C(=O)Nc3ccc(OC)cc3OC)CCCC2)cc1	5.2	3.9	0.9	-0.3	0.9	1.6	-4.5	0.1	1	1.1	-8.7
N#Cc1ccc(CSc2nnc(-c3cnccn3)o2)cc1	3.4	-15.5	1	-0.2	1	-0.2	11.0	2.8	0.9	-8.2	7.3

Compounds as they come; any-hit rate near 12%.
